Compound activity from PubChem BioAssay.
S1P4 antag – S1P4 receptor antagonists, primary screen, cell-based; inhibition, % at 4.98 µM; S1P4-expressing cells, antagonist mode, reporter read-out; 220,000 compounds, 0.26% hits; AID 1510, 2009; in the data active means inhibition above about 29%;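 further: 0% = wells stimulated with agonist and 100% = vehicle wells without agonist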
Target sequence (O95977 whole entry, looked up): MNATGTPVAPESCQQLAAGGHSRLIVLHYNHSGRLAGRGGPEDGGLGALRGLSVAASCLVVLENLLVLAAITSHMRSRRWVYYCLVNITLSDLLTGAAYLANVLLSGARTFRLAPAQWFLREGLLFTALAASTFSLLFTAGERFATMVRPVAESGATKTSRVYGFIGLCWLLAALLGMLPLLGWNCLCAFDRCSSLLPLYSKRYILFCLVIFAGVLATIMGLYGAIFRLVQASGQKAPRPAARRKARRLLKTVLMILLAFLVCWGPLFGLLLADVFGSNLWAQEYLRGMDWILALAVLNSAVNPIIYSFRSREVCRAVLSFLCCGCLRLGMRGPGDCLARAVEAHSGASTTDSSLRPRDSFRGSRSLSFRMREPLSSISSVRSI
NPY-Y2 PAM-ag – NPY-Y2 potentiators or agonists, primary screen, cell-based; Neuropeptide Y receptor type 2 (Homo sapiens), P49146; cells expressing NPY-Y2, potentiator/agonist read-out; activation, % at 3.6 µM; 220,000 compounds, 0.45% hits; AID 1359, 2008; in the data active means activation above about 27%;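 further: cells stimulated with NPY near EC25 plus isoproterenol at EC100; 0% = vehicle plus submaximal agonist and 100% = vehicle plus saturating agonist; some results beyond the cut were filed as inactive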
Target sequence (P49146 whole entry, looked up): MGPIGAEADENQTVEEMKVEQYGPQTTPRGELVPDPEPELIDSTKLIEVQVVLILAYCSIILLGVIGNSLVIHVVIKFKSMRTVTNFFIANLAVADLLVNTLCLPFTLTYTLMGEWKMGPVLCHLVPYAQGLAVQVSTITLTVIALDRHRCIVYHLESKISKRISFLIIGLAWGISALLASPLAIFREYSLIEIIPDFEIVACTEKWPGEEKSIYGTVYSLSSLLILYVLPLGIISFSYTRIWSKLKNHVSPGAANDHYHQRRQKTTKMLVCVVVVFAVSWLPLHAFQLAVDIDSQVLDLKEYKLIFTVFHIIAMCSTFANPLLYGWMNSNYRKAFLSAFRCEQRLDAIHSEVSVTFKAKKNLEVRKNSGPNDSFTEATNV
S1P4 agonist – S1P4 receptor agonists, primary screen, cell-based; S1P4-expressing cell line, agonist reporter assay; 220,000 compounds, 0.35% hits; activation, % at 4.98 µM; in the data active means activation above about 11%;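 further: 0% = DMSO vehicle and 100% = reference agonist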
eIF4E-4G inh – eIF4E–eIF4G protein interaction inhibitors, primary screen, biochemical, uHTS, TR-FRET, eIF4GI fragment | TR-FRET eIF4E-eIF4GI(517-606) binding, 2 h | inhibition, % at 21.7 µM | 220,000 compounds, 0.37% hits | Eukaryotic translation initiation factor 4E (Mus musculus) + Eukaryotic translation …;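 active means inhibition above about 30%, limit read from the data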;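 further: 0% = full FRET control wells and 100% = background wells lacking eIF4GI fragment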
PGE2 EP2 inh – human EP2 receptor antagonists, primary screen, TR-FRET cAMP, C6 glioma cells | AID 1422, 2008 | inhibition, % at 25 µM | 260,000 compounds, 0.52% hits | C6 glioma cells expressing human EP2; cells stimulated with saturating PGE2;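 active means percent inhibition above 40 after rounding to a whole number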;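 further: rat C6 glioma host cells with rolipram phosphodiesterase inhibitor present; the protocol text gives 20 µM as final concentration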
EP2 mod – EP2 receptor modulators, cAMP readout, primary screen, cell-based, HTRF cAMP, PGE2 stimulation; Prostaglandin E2 receptor EP2 subtype (Homo sapiens), P43116; EP2-expressing cells, cAMP HTRF FRET, PGE2 co-stimulation; induction, % at 25 µM; 260,000 compounds, 0.83% hits; AID 940, 2007;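 active means compounds whose cAMP rise, as percent of the full-agonist control response, exceeds 60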;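 further: rat C6 glioma line stably carrying human EP2 under a CMV promoter; the protocol text gives 20 µM as final concentration; 100% = response of wells given 1 µM PGE2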
NPY-Y1 antag – NPY-Y1 receptor antagonists, primary screen, cell-based. Neuropeptide Y receptor type 1 (Homo sapiens), P25929. HEK293-CNG Y1 cells, membrane potential fluorescence; NPY at EC95, then isoproterenol. inhibition, % at 3.6 µM. 200,000 compounds, 1% hits;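 active means inhibition above the campaign mean inhibition of all tested compounds plus 3 SD, cut at about 20% in these data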;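 further: 0% = DMSO wells given NPY plus isoproterenol and 100% = isoproterenol alone without NPY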
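Material: HEK293 Y1/CNG channel cell line | Also added: NPY (25 nM), isoproterenol (1 µM), Ro 20-1724 (25 µM) | Compound: One concentration, 3.6 µM, in 0.4% DMSO | Schedule: 3 h dye uptake, 1 h room-temperature compound, 45 min post-isoproterenol | Signal: Membrane-potential fluorescent dye readout | Read-out: % inhibition of NPY effect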
p97 ATPase inh – inhibitors of human p97 ATPase, primary screen, biochemical | Transitional endoplasmic reticulum ATPase (Homo sapiens), P55072 | recombinant p97 ATPase, Kinase-Glo ATP luminescence, 3 h | inhibition, % at 8 µM | 220,000 compounds, 0.42% hits | AID 1481, 2009; in the data active means inhibition above about 15%;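 further: 0% = DMSO vehicle and 100% = wells lacking enzyme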
NPY1 pot ag – NPY-Y1 receptor potentiators or agonists, primary screen, cell-based | Neuropeptide Y receptor type 1 (Homo sapiens), P25929 | NPY-Y1 expressing cells, potentiator/agonist activation | activation, % at 3.6 µM | 220,000 compounds, 0.37% hits | AID 1304, 2008; in the data active means activation above about 33%, passing the limit was not always enough;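 further: cells stimulated with NPY at EC10 then isoproterenol at EC100; 0% = low agonist plus stimulus and 100% = saturating agonist plus stimulus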
Starred values were filed as active, the others as inactive; · = not tested or not shown; & = joins results of further samples; [ ] = remark or other dose. Only part of the results is shown; rates above refer to the full screens.

#1 COC(=O)c1ccc(CN2CCN(Cc3ccc(F)cc3)C(CCO)C2)cc1 (stereo not given)
#2 CC(c1ccon1)N(C)C(=O)CCc1nnc(CCCCc2ccccc2)o1 (stereo not given)
#3 CCN(CC(=O)Nc1ccc(S(N)(=O)=O)cc1)S(=O)(=O)c1cc(C)ccc1OC
#4 COc1ccccc1C(CCN(Cc1ccccc1)C(C)=O)c1ccco1 (stereo not given)
#5 O=C(COc1ncnc2ccc(Br)cc12)NCc1ccco1
#6 COc1ccc(N2CC(NC(=O)NCC(C)C)CC2=O)cc1 (stereo not given)
#7 C=CCSc1nc2ccsc2c(=O)n1-c1cccnc1
#8 CCOC(=O)CSC1=C(C#N)C(c2ccc(C)o2)CC(=O)N1 (stereo not given)
#9 CSc1nc2c(c(=O)[nH]1)C(c1ccccc1)C1=C(CC(C)(C)CC1=O)N2 (stereo not given)
#10 O=C(O)CN=C1NC2(CCCCC2)Cc2ccccc21
compound no.,1,2,3,4,5,6,7,8,9,10
S1P4 antag,-17,2,-5,10,-12,-26,-13,3,1,-2
NPY-Y2 PAM-ag,-21,-16,-8,-18,-11,-7,1,-1,2,0
S1P4 agonist,-1.5,-0.6,-2.4,-0.4,-2.1,0.4,-0.6,-1.0,3.4,0.6
eIF4E-4G inh,-2,1,-3[fluorescence artefact?],-1,2,-4[fluorescence artefact?],5,-1,3,-1
PGE2 EP2 inh,0,4,15,4,6,3,5,14,3,5
EP2 mod,-6,-17,-3,17,-18,-21,-3,-3,44,24
NPY-Y1 antag,0,-1,6,·,·,3,-1,9,6,-6
p97 ATPase inh,-3,2,1,-6,10,6,9,4,3,3
NPY1 pot ag,4,18,-1,6,23,-7,-5,7,-2,-2

#11 Cc1ccc(NC(=S)Nc2ccc3[nH]c(=O)[nH]c3c2)cc1
#12 CNc1ncc(C(=O)C(C)(C)C)s1
#13 Cc1cc2cc(C#N)c(N3CCN(S(C)(=O)=O)CC3)nc2cc1C
#14 CCOC(=O)CC1COCCN1Cc1cn[nH]c1-c1ccc2c(c1)OCO2 (stereo not given)
#15 N#Cc1cc2ccc(N3CCOCC3)cc2cc1C#N
#16 Cc1ccccc1OCC(=O)N/N=C/c1c(C)nn(-c2ccccc2)c1Cl
#17 O=C(c1ccncc1)c1ccc(Br)cc1
#18 COc1ccc(Nc2nc(-c3cccc([N+](=O)[O-])c3)nc3ccccc23)cc1
#19 CS(=O)(=O)N(CC(=O)NCc1ccco1)c1cc(C(F)(F)F)ccc1Cl
#20 N#Cc1c2n(c3c(-c4ccccc4)ncnc13)CCC2
compound no.,11,12,13,14,15,16,17,18,19,20
S1P4 antag,9,-2,2,2,-15,-14,-14,-11,-3,-10
NPY-Y2 PAM-ag,-22,6,-13,0,-17,-6,-1,-4,8,8
S1P4 agonist,-0.6,0.6,-0.3,2.6,0.2,0.6,-2.3,-1.2,0.4,1.3
eIF4E-4G inh,3,-8,19,0,·,4,0,-4,1,-5
PGE2 EP2 inh,9,13,11&-1,4,30,6,7,6,13,9
EP2 mod,-14,-14,-17&-5,-12,·,-16,11,10,29,26
NPY-Y1 antag,·,-2,-1,2,-4,0,1,2,8,-9
p97 ATPase inh,6,-4,-3,2,15*,-2,1,-5,-2,4
NPY1 pot ag,-1,-17,-11,-2,-26,-1,4,-4,11,11

#21 CCn1ncc(Cl)c1C(=O)Nc1ccncc1
#22 CC(=O)c1cccc(N=C2NC(=O)C(CO)(CO)S2)c1
#23 N#Cc1ccccc1Cn1c(=O)n(Cc2ccc(C(=O)NCc3ccco3)cc2)c(=O)c2ccccc21
#24 C=CCSC1=C(C#N)C(c2ccccc2C)CC(=O)N1 (stereo not given)
#25 COc1ccc(-n2nnc3c(=O)n(CC(=O)N4CCC(C)CC4)cnc32)cc1
#26 CCC(NS(=O)(=O)c1ccc(C)cc1)C(=O)O (stereo not given)
#27 FC(F)(F)c1ccc(-n2ccnc2)nc1
#28 CC1CN(C(=O)C2(C)CC2(Br)Br)CC(C)O1 (stereo not given)
#29 O=C(Nc1ccc(Cl)cc1)NC1(C(=O)NCCCN2CCOCC2)CCCCC1
#30 COc1ccccc1C(=O)Nc1nc(-c2ccc3c(c2)OCCO3)cs1
compound no.,21,22,23,24,25,26,27,28,29,30
S1P4 antag,-10,-16,-4,1,5,-12,-3,2,1,-11
NPY-Y2 PAM-ag,-5,-11,3,-3,-3,-1,7,2,15,-13
S1P4 agonist,1.8,0.8,0.2,-1.0,-3.5,1.2,1.5,0.9,2.7,1.0
eIF4E-4G inh,4,-2[fluorescence artefact?],10,4,29[fluorescence artefact?],2,6,6,2,-1
PGE2 EP2 inh,5,10,17,11,10,2,10,1,6,16
EP2 mod,10,14,31,21,-6,2,-10,22,8,-42
NPY-Y1 antag,-7,4,5,9,-2,-4,1,4,4,8
p97 ATPase inh,4,-1,-2,3,-7,3,2,3,5,0
NPY1 pot ag,-17,-15,1,10,4,8,20,9,-2,-22

Rewritten with values under each structure: 2 of the compounds above.
Order of values: S1P4 antag | NPY-Y2 PAM-ag | S1P4 agonist | eIF4E-4G inh | PGE2 EP2 inh | EP2 mod | NPY-Y1 antag | p97 ATPase inh | NPY1 pot ag
14	CCOC(=O)CC1COCCN1Cc1cn[nH]c1-c1ccc2c(c1)OCO2 (stereo not given)
  2 | 0 | 2.6 | 0 | 4 | -12 | 2 | 2 | -2
2	CC(c1ccon1)N(C)C(=O)CCc1nnc(CCCCc2ccccc2)o1 (stereo not given)
  2 | -16 | -0.6 | 1 | 4 | -17 | -1 | 2 | 18

(further entries)
#31 CC(C)NC(=O)Cn1cc(C#N)c2cc(Br)ccc21
#32 O=C(CCCCn1c(=O)c2ccccc2n(Cc2ccccc2F)c1=O)NC1CCN(Cc2ccccc2)CC1
#33 O=c1c(Cl)c(Nc2cccc(Cl)c2)cnn1-c1nc2ccccc2s1
#34 Fc1ccc(-c2ccc(/C=N\n3cnnc3)o2)cc1Cl
#35 CC(=O)Nc1ccc(S(=O)(=O)N(C)c2ccc(OCC(=O)OCC(=O)Nc3ccc(OC(F)F)cc3)cc2)cc1
#36 CC1Cc2ccccc2N1C(=O)C1CCCN(S(=O)(=O)c2cccc3nsnc23)C1 (stereo not given)
#37 COc1ccccc1NC(=O)N1CCN(c2ccc3nncn3n2)CC1
#38 CCOC(=O)c1ccc(NCc2nc3ccccc3[nH]2)cc1
#39 CNCC(O)CN(c1ccccc1)c1ccccc1 (stereo not given)
#40 O=c1cc(CSc2nc3cc(Cl)ccc3o2)nc2sccn12
compound no.,31,32,33,34,35,36,37,38,39,40
S1P4 antag,-17,-3,-11,0,10,-17,11,-8,9,4
NPY-Y2 PAM-ag,9,0,-6,-4,2,5,-9,3,0,8
S1P4 agonist,2.5,-0.2,1.2,-0.7,1.3,1.0,-0.7,5.6,1.1,0.2
eIF4E-4G inh,-1,2,-12,-2,-11,1[fluorescence artefact?],0,-4,4,2
PGE2 EP2 inh,8,3,10,11,12,14,4,11,1,11
EP2 mod,-20,-5,-62,-27,0,5,0,-25,-19,-7
NPY-Y1 antag,-8,18,0,-2,·,1,1,5,7,-5
p97 ATPase inh,5,9,-7,-1,-1,5,-2,3,-3,3
NPY1 pot ag,8,-17,-9,-16,9,-14,-1,13,3,-17

#41 O=[N+]([O-])c1ccc(/C=N/Nc2nc(N3CCCCCC3)nc(N3CCCCCC3)n2)o1
#42 CC1(C)SC(=S)N(NC(=O)Nc2ccccc2)C1N(O)C(=O)Nc1cccc2ccccc12 (stereo not given)
#43 CNC(=O)c1cc2c(s1)CCCCCC2
#44 CCOC(=O)C1CCN(C(=O)COc2ccc(S(=O)(=O)NC(C)C)cc2Cl)CC1
#45 COC(=O)Nc1nn(-c2ccc(OC)cc2)c(=O)c(C#N)c1C
#46 N#Cc1cnn2ccc(-c3cc(N4CCOCC4)ccc3[N+](=O)[O-])nc12
#47 Cc1cccc(NC(=O)CSc2nnc(-c3ccco3)o2)c1
#48 CCCCCCC(=O)Nc1cc2c(C)cc(=O)oc2cc1C
#49 COc1ccc(NC(=S)NCc2ccc(S(N)(=O)=O)cc2)cc1OC
#50 CC1(C)CC(=O)C2=C(C1)OC(N)=C([N+](=O)[O-])C2c1ccc(F)cc1 (stereo not given)
#51 Cn1nnnc1-c1cc(Br)ccc1NC(=O)c1ccccc1
compound no.,41,42,43,44,45,46,47,48,49,50,51
S1P4 antag,-15,0,-2,-13,-15,-10,-8,-29,-6,-3,-17
NPY-Y2 PAM-ag,-8,4,13,10,-21,3,10,-14,-5,6,-6
S1P4 agonist,2.4,1.6,1.7,1.6,-0.5,14*,2.4,0.6,1.7,1.0,0.8
eIF4E-4G inh,0,1,4,-3,0,2,1,-12,-1,-1,0[fluorescence artefact?]
PGE2 EP2 inh,·,8,5,8,8,4,17,8,14,13,15
EP2 mod,45,-2,17,16,0,-31,6,-3,12,-10,11
NPY-Y1 antag,2,-7,6,-2,4,-7,-2,-2,6,·,-5
p97 ATPase inh,0,7,4,1,-2,3,7,1,5,4,-1
NPY1 pot ag,5,6,7,-11,5,18,-9,-2,-9,10,15

Molecules listed so far containing an aryl methoxy group:
#3 CCN(CC(=O)Nc1ccc(S(N)(=O)=O)cc1)S(=O)(=O)c1cc(C)ccc1OC
#4 COc1ccccc1C(CCN(Cc1ccccc1)C(C)=O)c1ccco1 (stereo not given)
#6 COc1ccc(N2CC(NC(=O)NCC(C)C)CC2=O)cc1 (stereo not given)
#18 COc1ccc(Nc2nc(-c3cccc([N+](=O)[O-])c3)nc3ccccc23)cc1
#25 COc1ccc(-n2nnc3c(=O)n(CC(=O)N4CCC(C)CC4)cnc32)cc1
#30 COc1ccccc1C(=O)Nc1nc(-c2ccc3c(c2)OCCO3)cs1
#37 COc1ccccc1NC(=O)N1CCN(c2ccc3nncn3n2)CC1
#45 COC(=O)Nc1nn(-c2ccc(OC)cc2)c(=O)c(C#N)c1C
#49 COc1ccc(NC(=S)NCc2ccc(S(N)(=O)=O)cc2)cc1OC
compound no.,3,4,6,18,25,30,37,45,49
S1P4 antag,-5,10,-26,-11,5,-11,11,-15,-6
NPY-Y2 PAM-ag,-8,-18,-7,-4,-3,-13,-9,-21,-5
S1P4 agonist,-2.4,-0.4,0.4,-1.2,-3.5,1.0,-0.7,-0.5,1.7
eIF4E-4G inh,-3[fluorescence artefact?],-1,-4[fluorescence artefact?],-4,29[fluorescence artefact?],-1,0,0,-1
PGE2 EP2 inh,15,4,3,6,10,16,4,8,14
EP2 mod,-3,17,-21,10,-6,-42,0,0,12
NPY-Y1 antag,6,·,3,2,-2,8,1,4,6
p97 ATPase inh,1,-6,6,-5,-7,0,-2,-2,5
NPY1 pot ag,-1,6,-7,-4,4,-22,-1,5,-9
